Compound activity: PubChem, National Center for Advancing Translational Sciences (NCATS)
TRHR enhancer – allosteric enhancers of human TRH receptor. P34981. TRHR cells, fluo-8 calcium fluorescence, EC20 TRH enhancement. enhancement, % at 2 µM. actives 0.66% (n = 360,000); in the data active means enhancement above about 30%; further: 0% is about no effect
Target sequence (P34981 whole entry, looked up): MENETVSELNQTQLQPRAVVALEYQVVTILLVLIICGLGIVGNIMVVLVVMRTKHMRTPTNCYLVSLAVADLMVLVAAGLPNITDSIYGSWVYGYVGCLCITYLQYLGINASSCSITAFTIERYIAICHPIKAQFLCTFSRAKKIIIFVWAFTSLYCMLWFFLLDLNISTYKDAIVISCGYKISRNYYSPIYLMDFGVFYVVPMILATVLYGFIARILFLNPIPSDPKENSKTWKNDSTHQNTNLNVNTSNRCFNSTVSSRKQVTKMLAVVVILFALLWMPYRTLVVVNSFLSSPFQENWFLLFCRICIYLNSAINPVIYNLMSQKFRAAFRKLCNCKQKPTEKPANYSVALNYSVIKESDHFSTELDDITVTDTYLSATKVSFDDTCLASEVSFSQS
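Enhancer read-out: after compound pinning and an initial kinetic agonist-mode read, an EC20 of TRH (10 nM final) was injected and fluo-8 calcium signal (Ex 480/Em 530) followed at 1 s/cycle for 100 cycles in TRHR-expressing cells.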
D2 antag – antagonizes the human D2 dopamine receptor | P14416 | HEK293 TREx D2 cells, calcium flux, dopamine EC80 | inhibition, % at 10 µM | actives 2% (n = 340,000) | AID 485344; in the data active means inhibition above about 30%; further: 0% is about no effect
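Inhibition of EC80 dopamine-driven calcium flux, recorded kinetically, defines activity here; cells are a tetracycline-induced HEK293 T-REx line expressing force-coupled D2.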
RXFP1 agonist – agonists of human relaxin receptor RXFP1. Q9HBX9. HEK293T-RXFP1 cAMP TR-FRET, 30 min; response scale: percent of porcine relaxin response, buffer zero. Potency, µM (series often up to 57.5 µM), without a hit: at the highest dose activation, hits mostly activators. actives 0.3% (n = 370,000). AID 2676; active means well fitted activation curve with a large enough effect; inconclusive means small, poorly fitted or top-dose-only effect; further: potency means the concentration at half of the fitted maximal effect; on the % scale 0 is the no-effect control and ±100 the full control effect; nearly all actives have a fitted effect of over 60% in size; many of its hits are not listed in these tables
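HEK293 cells stably expressing RXFP1, treated 30 min at 37C with compounds plus PDE4 inhibitor Ro 20174; cAMP measured by HTRF TR-FRET. Normalized to buffer and 29 nM porcine relaxin; EC50 by Hill fit.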
D2 PAM – positive allosteric modulators of human D2 dopamine receptor | HEK293 T-REx D2, calcium flux, EC20 dopamine potentiation | potentiation, % at 10 µM | actives 0.34% (n = 340,000) | P14416;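 active means potentiation over 3 SD above the plate norm, cut at about 30% in these data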; further: 0% is about no effect
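Potentiation of an EC20 dopamine calcium response measured kinetically over 180 s, after a preceding 180 s compound-only read flagging agonists. Cells: inducible Hek293 Trex D2 line, 4000/well, cultured overnight at 30 C before dye loading.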
D1 potentiator – enhances dopamine response at the human D1 receptor | actives 0.036% (n = 360,000) | P21728 | potentiation, % at 10 µM | HEK293 TREx D1 cells, calcium flux, dopamine EC20 potentiation; in the data active means potentiation above about 30%; further: 0% is about no effect
Target sequence (P21728 whole entry, looked up): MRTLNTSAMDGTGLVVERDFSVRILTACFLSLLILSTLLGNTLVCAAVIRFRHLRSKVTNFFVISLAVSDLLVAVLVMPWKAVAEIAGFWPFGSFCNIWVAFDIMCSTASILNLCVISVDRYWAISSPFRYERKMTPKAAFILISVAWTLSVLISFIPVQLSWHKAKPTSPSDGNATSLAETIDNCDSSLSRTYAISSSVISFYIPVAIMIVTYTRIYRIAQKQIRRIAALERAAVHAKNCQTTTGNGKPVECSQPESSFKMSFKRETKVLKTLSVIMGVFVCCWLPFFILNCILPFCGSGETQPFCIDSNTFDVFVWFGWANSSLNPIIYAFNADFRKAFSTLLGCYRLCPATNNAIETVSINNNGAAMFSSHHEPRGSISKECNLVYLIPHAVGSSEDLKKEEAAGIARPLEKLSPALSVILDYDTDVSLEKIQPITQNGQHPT
D1 antag – blocks dopamine activation of the human D1 receptor; actives 3.2% (n = 360,000); HEK293 TREx D1 cells, calcium flux, dopamine EC80; hits give low values; P21728; activity change, negative = inhibition, % at 10 µM; in the data active means activity change below about -30%; further: on the % scale 0 is the no-effect control and ±100 the full control effect
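Calcium flux readout: force-coupled, inducible Hek293 Trex D1 line, cells induced overnight at 30 C with tetracycline, dye-loaded 30–90 min at RT. Antagonism scored against EC80 dopamine challenge given 180 s after compound.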
D1 ag – human D1 receptor agonism; P21728; HEK293 T-REx D1 cells, calcium flux, agonist mode; activation, % at 2 µM; actives 1% (n = 360,000); in the data active means activation above about 30%; further: 0% is about no effect
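Agonism was scored from calcium flux recorded over 180 s (1 read/s) after pintool compound addition, following a 10-cycle baseline. Cells were inducible force-coupled HEK293 TREx D1, plated overnight at 30 C and loaded with no-wash calcium dye.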
D2 agonist – agonists of human D2 dopamine receptor | P14416 | HEK293 T-REx D2 cells, calcium flux agonist mode | activation, % at 2 µM | actives 0.53% (n = 340,000);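 active means activation over 3 SD above normal in the single-dose calcium agonist read, cut at about 30% in these data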; further: 0% is about no effect
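Agonism is scored from calcium flux in a force-coupled, inducible HEK293 cell line expressing D2, read kinetically for 180 s after compound addition against dopamine controls.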
RXFP1 antagonist – blocks the human relaxin receptor RXFP1 | actives 0.59% (n = 350,000) | HEK293-RXFP1, relaxin-stimulated cAMP HTRF, 30 min; hits give low values | activity change, negative = inhibition, % at 57.5 µM | AID 1259400;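 active means activity change of -60% or lower, but not beyond a set lower limit; inconclusive means change between -60% and -40%, or beyond the set limit; inactive means change above -40%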; further: on the % scale 0 is the no-effect control and ±100 the full control effect
* = called active by the depositor; u = inconclusive; x = no result given; & = joins results of further samples. Some of the compounds tested; rates above refer to the full screens.

mol	TRHR enhancer	D2 antag	RXFP1 agonist	D2 PAM	D1 potentiator	D1 antag	D1 ag	D2 agonist	RXFP1 antagonist
COc1ccccc1NC(=O)CSc1nc(=O)n(CCN2CCOCC2)c2c1CCC2	3	13	2.3%	-14	-1	-3	1	-0.1	-5
CN(C)c1ccc(N2C(=O)CC(c3ccccc3)CC2=O)cc1	11	x	0.2%	7	4	12	1	x	1
CCNS(=O)(=O)c1ccc(CCC(=O)N2CCc3ccccc3C2)cc1	27	-14	0.2%	15	-7	2	1	-2.0	1
COc1ccc(-c2n[nH]c(=S)n2/N=C/C=C/c2ccccc2OC)cc1	0	9	2.3%	8	-2	5	4	-1.4	-24
O=C(NCc1ccncc1)C(=O)N/N=C/c1cccnc1	2	9	0.4%	16	-1	-15	1	0.0	-6
Cc1ccc(S(=O)(=O)NCC(=O)OCc2cc(=O)oc3c(C)c(C)ccc23)cc1C	3	-5	3.1%	11	4	8	1	0.7	8
COc1ccc(C2CC(c3ccccc3)=NN2C(=O)COC(=O)c2ccc(Cl)nc2)cc1 (stereo not drawn)	2	-7	-2.3%	0	2	0	7	-1.7	-11
CC1CCC2C(=O)N(c3ccc(C(=O)Oc4cccc5cccnc45)cc3)C(=O)C2C1 (stereo not drawn)	-3	-3	-0.9%	2	3	-8	2	-0.9	-11
CCc1cc(C(=O)N2CCN(c3ccccc3OC)CC2)sc1C	-8	12	0.2%	-13	-5	1	-2	-1.2	-25
Cc1cc(C)nc(SCc2ccc(C(=O)N/N=C/c3cccc(O)c3O)cc2)n1	6	-45	2.6%	22	-4	-1	0	1.8	-29
CN(C)c1cccc(C(=O)N/N=C/c2ccsc2)c1	5	-18	-3.0%	6	3	-17	-1	-1.6	-7
O=S(=O)(NOCc1ccc(Cl)cc1)c1ccc(Cl)cc1	-1	-15	-0.3%	-19	0	-10	0	-0.7	-5
CCc1ccc(NC(=S)Nn2cnnc2)cc1	-5	4	-2.2%	-1	-7	-20	1	-2.3	14
Cc1nc(-c2cccc(NC(=O)Cc3ccccc3)c2)cs1	-14	4	-0.6%	2	-3	17	0	0.8	11
CCCOC(=O)c1ccc(Oc2c(-c3ccc(OC)cc3O)n[nH]c2C)cc1	0	12	1.6%	5	2	-6	4	-0.2	2
CCc1ccc(-n2nc(CO)c(C(=O)NCc3ccccc3Cl)n2)cc1	1	x	0.5%	12	2	13	3	-0.4	-24
COc1ccc(N2CCN(C(=O)COCc3cc(-c4ccc5c(c4)OCO5)on3)CC2)cc1	-9&5	-14	-3.0%&1.3%	6&4	-8&-4	2&-4	14&1	1.3&-1.4	5&-22
Cc1c(-c2csc(N)n2)cnn1C	-13	26	-0.2%	2	-1	7	2	10.0	1
N#Cc1cccc(NC(=O)CCNS(=O)(=O)c2ccc3c(c2)CCN3C(=O)C2CC2)c1	4	x	0.4%	18	2	17	0	-3.9	x
CC(=O)N(Cc1cccs1)Cc1cc2cc(C)c(C)cc2nc1Cl	3	-3	-0.3%	-2	-13	-10	3	-0.6	-7
O=C1CS(=O)(=O)N(Cc2cccc(F)c2)c2ccc(Br)cc21	3	0	0.2%	-10	-5	-2	2	0.2	x
O=c1oc(-c2ccccc2)cc(Cl)c1Cl	-4	6	3.3%	-21	-11	-20	1	29	u
Cc1ccccc1OCC(=O)O/N=C(\N)Cc1cccs1	-12	4	-1.8%	-18	1	10	0	-0.1	-7
Cc1ccc(-c2cn3ccc(C)cc3n2)cc1	3	x	-0.2%	-5	-2	-28	-3	0.0	-8
CCOC(=O)c1cnn(-c2ccc([N+](=O)[O-])cc2)c1N	10	-32	6.0%	-3	4	4	3	-0.2	-4
COc1ccc(NC(=O)c2ccc(S(=O)(=O)N(C)C)cc2)cc1OC	8	-3	-0.7%	-4	1	11	1	0.2	-5
O=C(Nc1ccccc1SCC1CSc2nc3ccccc3c(=O)n21)c1cccc(Cl)c1 (stereo not drawn)	1	11	0.4%	6	-9	-5	1	-1.7	0
CCCNS(=O)(=O)c1ccc(CCC(=O)N2CCOCC2)cc1	2	-5	0.1%	2	-2	-28	2	0.4	-1
Cc1nc(C)c(CCNS(=O)(=O)c2ccc(C)c(C)c2)s1	1	x	1.3%	-2	-6	-17	12	0.4	x
Cc1cccc(NC(=O)CCCc2ccccc2)c1	-3	12	1.4%	3	-5	-58*	3	-0.9	-5
O=C(N/N=C/c1cccs1)C(O)c1ccccc1 (stereo not drawn)	6	-2	0.0%	-17	-2	-7	1	-0.1	3
C#CCOc1nc(OCC#C)nc(OCC#C)n1	-5	-3	1.3%	-2	-8	1	0	-0.6	9
O=C(CSc1ccc(-c2ccco2)nn1)Nc1ccc(F)cc1	5	-1	0.5%	0	-2	-7	9	-0.4	-12
NNC(=O)c1ccc(COc2ccc3ccccc3c2)o1	-4	-7	1.2%	-6	-5	-27	7	0.7	2
CCOC(=O)c1ccc2nc3c(cc2c1)CCS3	-7	-3	2.2%	7	1	-4	0	1.5	-11
COc1ccc(CCNC(=O)c2cc(Sc3cccc(Cl)c3)nc3ccccc23)cc1OC	-8	x	7.7%	6	-3	-18	3	-0.1	-19
COCCCn1c(SCC(=O)NC2CCCCC2)nc2ccccc2c1=O	-3	-11	1.2%	0	x	5	2	0.2	-1
Cc1ccc2c(c1)nnc1nnc(SCC(=O)O)n12	7	1	8.1%	0	0	-1	1	0.8	-8
Cc1cccc(-c2nnc(SCC(=O)Nc3cccc(C(=O)N4CCOCC4)c3)n2C)c1	2	4	0.1%	-5	-9	1	1	-0.2	5
COc1ccc(NC(=O)COc2ccc(N(C)S(=O)(=O)c3ccc(C)cc3)cc2)cc1	-7	-23	-0.5%	4	-2	-23	10	0.4	-3

The closing five compounds of the section above lead into the next:
mol	TRHR enhancer	D2 antag	RXFP1 agonist	D2 PAM	D1 potentiator	D1 antag	D1 ag	D2 agonist	RXFP1 antagonist
COc1ccc(CCNC(=O)c2cc(Sc3cccc(Cl)c3)nc3ccccc23)cc1OC	-8	x	7.7%	6	-3	-18	3	-0.1	-19
COCCCn1c(SCC(=O)NC2CCCCC2)nc2ccccc2c1=O	-3	-11	1.2%	0	x	5	2	0.2	-1
Cc1ccc2c(c1)nnc1nnc(SCC(=O)O)n12	7	1	8.1%	0	0	-1	1	0.8	-8
Cc1cccc(-c2nnc(SCC(=O)Nc3cccc(C(=O)N4CCOCC4)c3)n2C)c1	2	4	0.1%	-5	-9	1	1	-0.2	5
COc1ccc(NC(=O)COc2ccc(N(C)S(=O)(=O)c3ccc(C)cc3)cc2)cc1	-7	-23	-0.5%	4	-2	-23	10	0.4	-3
COC(=O)N/N=C/c1cccnc1	3	-11	0.1%	-18	2	18	2	0.8	-19
COC(=O)c1cccc(NC(=O)CSc2nc(O)c(-c3ccccc3)c(=O)[nH]2)c1	0	3	-0.4%	3	13	-2	6	-0.7	-7
COc1cc2c(cc1OC)CN(CC(=O)Nc1ccc(F)cc1)C(C(=O)O)C2 (stereo not drawn)	-3	6	5.5%	-9	-4	4	2	1.3	-13
Cn1c(=O)[nH]c(=O)c2c1nc(Br)n2CCCO	-7	-27	11%	2	-4	4	0	1.4	4
COc1ccc(C)cc1-n1nnnc1SCC(=O)NNC(=O)c1ccc([N+](=O)[O-])cc1	3	28	0.1%	-14	-3	-3	2	0.6	10
COc1cccc(N2CCN(C(=O)CN(c3ccc(C)cc3)S(=O)(=O)c3c(C)n[nH]c3C)CC2)c1	2	-3	0.6%	7	-2	-8	-1	0.1	0
COc1cc(C(=O)OCC(=O)NC2CCCCCC2)ccc1OCC(C)C	2	-10	2.0%	-3	-7	-16	10	0.4	x
CCc1ccccc1NC(=O)CN1CCN(C(=O)CN2C(=O)NC3(CCCC3)C2=O)CC1	-5	-2	0.1%	13	-3	0	0	0.4	-2
CC1CCN(C(=O)c2ccc(-n3cnnn3)cc2)CC1	0	-19	0.3%	9	0	16	1	-0.3	-3
CCn1c(-c2ccccc2Cl)nn(CC(=O)Nc2cc(Cl)ccc2Cl)c1=S	-4	8	1.3%	-10	-6	12	8	0.6	-3
COc1ccc(-n2nc(C(=O)NCC(=O)NCCc3ccc(OC)c(OC)c3)c3ccccc3c2=O)cc1Cl	-5	-21	2.8%	55*	0	7	0	1.3	40
Cn1nc(C(=O)Nc2cccc(C(=O)NC3CC3)c2)c2ccccc2c1=O	-3	-12	1.2%	12	-1	6	1	-0.1	-9
Cc1cc(N2C(=O)C3CC=CC(C)C3C2=O)no1 (stereo not drawn)	0	8	-3.0%	7	-2	10	2	0.1	-9
Cc1ccccc1NC(=O)N(CCc1nc2ccccc2[nH]1)Cc1ccccc1	-12	6	-0.6%	16	2	-3	0	-1.2	-16
CSc1nc(C)cc(Oc2ccc(OCCOc3ccccc3)nn2)n1	-14	3	0.5%	22	-7	2	9	1.6	13
COc1cccc(CNC(=O)CCC2CCCN(Cc3ccc4c(c3)CCO4)C2)c1 (stereo not drawn)	4	-20	1.3%	5	-6	-16	1	0.4	3
C=CCOc1ccc(C2c3c(oc4ccc(C)cc4c3=O)C(=O)N2CCCN2CCOCC2)cc1 (stereo not drawn)	5	x	2.5%	-10	-3	5	3	0.4	x
COc1ccc(NC(=O)CSC2=Nc3ccccc3C3=NC(CCC(=O)NCc4cccs4)C(=O)N23)cc1 (stereo not drawn)	-8	x	5.3%	-17	-3	-2	1	0.0	-10
NS(=O)(=O)c1ccc(NC(=S)N2CCN(c3cccc(Cl)c3)CC2)cc1	-1	8	0.5%	-13	-3	-8	4	-0.8	-4
Cc1cc(C)n2nc(C(=O)NC(c3ccccc3)c3ccccc3)nc2n1	-8	-12	0.3%	7	-7	12	0	0.6	-9
Cc1cc(C)nc(SCC(=O)Nc2cccc(S(=O)(=O)N(C)C)c2)n1	22	-11	17%	4	-14	-30*	7	-0.5	-4
CC(C)CC(NC(=O)C1CCC(C)CC1)C(=O)Nc1ccc2c(c1)OCCO2 (stereo not drawn)	1	1	-0.5%	7	-1	14	1	-0.8	2
CCOc1ccc(NC(=O)c2ccc3c(c2)N(Cc2ccc(F)cc2)C(=O)CS3=O)cc1 (stereo not drawn)	-1	-1	2.6%	-2	-1	-9	-1	-0.6	u
Cc1ccc(CNS(=O)(=O)c2ccc3c(c2)NC(=O)C(C)S3)cc1 (stereo not drawn)	1	x	1.4%	x	-1	-16	5	x	19
CN(C)c1nc(N)nc(-c2ccco2)n1	4	17	0.2%	-3	3	22	1	1.1	4
